Screening data deposited in PubChem BioAssay by several laboratories.
DAGLB inhibitor: diacylglycerol lipase beta (human) inhibition | inhibition, % at 5.17 µM | 340,000 compounds, 0.059% hits | HEK293T DAGLB membrane lysate, EnzChek fluorogenic substrate | Q8NCG7; in the data active means inhibition above about 34%;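 further: 0% = enzyme with vehicle and 100% = wells lacking enzyme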
Keap1 Nrf2 FP: inhibitors of human Keap1-Nrf2 protein-protein interaction; AID 504523; inhibition, % at 9.4 µM; 340,000 compounds, 0.15% hits; Keap1 Kelch-Nrf2 peptide fluorescence polarization, 1536-well; Q14145; in the data active means inhibition above about 12%;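 further: human Keap1 Kelch domain with fluorescein labeled Nrf2 9mer peptide probe; 0% = neutral control wells and 100% = peptide positive control; higher means more block of Keap1 binding to Nrf2 peptide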
NSD2 inh: inhibitors of human histone methyltransferase NSD2; NSD2 peptide methylation, AlphaScreen, 120 min; inhibition, % at 12.5 µM; 310,000 compounds, 0.54% hits; AID 743445; in the data active means inhibition above about 50%
Arrestin-AP2 inh: human beta-arrestin and AP2 interaction inhibition. FITC-arrestin peptide / GST-AP2 beads, flow cytometry; AP2 beta2 appendage carries R879A mutation. inhibition, % at 10 µM. 340,000 compounds, 0.31% hits. AID 504490;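 active means inhibition above a set limit, near 3 SD of compounds lacking own fluorescence, cut at about 54% in these data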;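 further: plate controls were DMSO wells for no effect and 5 µM unlabelled arrestin peptide for full effect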
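System: GST-tagged AP2 beta2-adaptin appendage (R879A) on 4 µm glutathione beads / Reagent: FITC-arrestin peptide, 50 nM / Detection: HyperCyt-sampled flow cytometry, FL1 channel, ex 488/em 535 nm / Timing: 12 min plus 1 h, RT / Buffer or medium: PBS plus Tween 20 (0.05%) and BSA (0.1%)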
LANA DNA inh: inhibitors of KSHV LANA C-terminal domain DNA binding; MBP-C-LANA/FAM-LBS DNA binding, fluorescence polarization; 340,000 compounds, 0.078% hits; inhibition, % at 9 µM;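 active means highest replicate inhibition at or above 60% at 9 µM, even if other replicates fall short; inactive means all replicates below 60% inhibition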;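 further: 0% = neutral control wells and 100% = 4 µM acridine orange control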
Cardiac RTF inh: cardiac RTF calcium desensitization; P19429+P45379; IANBD-labeled cardiac RTF, Ca2+ fluorescence; inhibition, % at 7.15 µM; 340,000 compounds, 0.12% hits; AID 493244;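 active means inhibition above the mean inhibition of all tested compounds plus 3 SD, cut at about 17% in these data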;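 further: assay run at fixed EC70 calcium of 1.6 mM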
SR-BI DiI inh: blocks mouse SR-BI lipid uptake from DiI-HDL; Q61009; ldlA[mSR-BI] CHO cells, DiI-HDL uptake fluorescence, 3 h; 320,000 compounds, 0.96% hits; inhibition, % at 12.5 µM; AID 488896;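 active means mean replicate inhibition of at least 70% and a set share of replicates each scoring 70 or more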;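 further: 0% = median of neutral control wells and 100% = median of positive control wells; values of inactives mirror those of a sister screen read the other way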
SR-BI uptake up: SR-BI HDL lipid transfer activation. AID 504775. CHO ldlA[mSR-BI] cells, DiI-HDL uptake fluorescence, 3 h; 100 = double the neutral-control signal. activation, % at 12.5 µM. 320,000 compounds, 0.096% hits;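 active means mean replicate activation of at least 60% and every replicate at or above 60%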;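 further: 0% = median plate neutral-control signal and 100% = twice that signal; values of inactives mirror those of a sister screen read the other way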
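Test system: SR-BI-overexpressing, LDLR-lacking CHO cells; Medium: Ham's F12 with 0.5% BSA, HEPES 25 mM, pH 7.4; Schedule: 3 h, 37 °C; Technique: bottom-read fluorescence, 550/595 nm.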
PvdQ acylase: P. aeruginosa PvdQ acylase inhibition; purified PvdQ acylase, fluorescence plate reader; inhibition, % at 10 µM; 340,000 compounds, 0.063% hits; in the data active means inhibition above about 30%, passing the limit was not always enough;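 further: 0% = vehicle neutral wells and 100% = reference inhibitor wells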
PKA-R2B activ: activators of human PKA-R2B complex | activation, % at 11.4 µM | PKA-R2B holoenzyme dissociation, Cy5-IP20 fluorescence polarization; R2B truncated from residue 108, S112A mutant; 0% DMSO only, 100% 113 µM cGMP | 340,000 compounds, 0.079% hits;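 active means activation above a cutoff set at the mean over all compounds plus 3 SD, cut at about 18% in these data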;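 further: higher means more holoenzyme dissociation and a rise in polarization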
* = called active by the depositor; . = no result given.

no.	Structure	DAGLB inhibitor	Keap1 Nrf2 FP	NSD2 inh	Arrestin-AP2 inh	LANA DNA inh	Cardiac RTF inh	SR-BI DiI inh	SR-BI uptake up	PvdQ acylase	PKA-R2B activ
1	CCc1nc(N2CCCC(C)C2)c2oc3ccccc3c2n1 (stereo not drawn)	-19	0	-3	-8	0.5	-8	-2	2	-17	1
2	CON/C=C(\C=Nc1ccc(Cl)cc1)c1ncc(C(F)(F)F)cc1Cl	-4	2	1	-4	-0.5	-5	73*	-73	-4	-1
3	Cc1cc(C(=O)N/N=C/c2cccn2C)no1	-4	-5	0	17	0.3	1	-43	43	3	-15
4	S=C(NCc1ccco1)N/N=C/c1ccncc1	0	-2	0	5	-4.6	-2	-45	45	-7	11
5	Cc1ccc(CCC(=O)Nc2ccccc2C(=O)O)o1	0	-7	4	3	-0.3	4	-10	10	-5	-4
6	O=C(NCc1ccccc1Cl)c1ccc(-c2ccccc2)cc1	-8	-3	0	1	1.9	-7	9	-9	0	0
7	C=CCN=C1SCC(=O)N1S(=O)(=O)c1ccc(C)cc1	0	-3	-3	-2	-1.0	-14	-20	20	-15	3
8	Cc1ccc(C)c(NC(=O)Cn2cnc3c(oc4ccccc43)c2=O)c1	0	1	-4	-17	-1.1	7	-3	3	-5	-8

no.	Structure	DAGLB inhibitor	Keap1 Nrf2 FP	NSD2 inh	Arrestin-AP2 inh	LANA DNA inh	Cardiac RTF inh	SR-BI DiI inh	SR-BI uptake up	PvdQ acylase	PKA-R2B activ
9	CC(NCc1cccc(S(=O)(=O)N(C)C)c1)c1ccc(F)cc1 (stereo not drawn)	-4	-1	-1	0	-0.8	-7	5	-5	-8	9
10	O=C(O)CC(NC(=O)C12CC3CC(CC(C3)C1)C2)c1ccc2c(c1)OCO2 (stereo not drawn)	-1	-3	-1	-16	-0.6	-6	-12	12	-17	-3
11	CCOC(=O)c1sc2nc(C)cc(-c3ccccc3)c2c1N	-3	-3	-21	-6	0.5	-17	38	-38	-6	-8
12	O=C(Nc1cccc(NC(=O)c2cccs2)c1)c1ccc2c(c1)OCO2	-3	1	-3	23	0.3	-4	12	-12	8	-11
13	CC1=NN(C(=O)CCCc2ccccc2)C(O)(C(F)(F)F)C1 (stereo not drawn)	1	-2	-2	-15	-1.3	-4	-27	27	-11	-1
14	CCOC(=O)N1CCN(C(=O)c2ccc(NC(=O)CC)cc2)CC1	0	8	-1	12	-1.4	4	-11	11	1	5
15	COc1cccc(-c2nnn(CCc3nn[nH]n3)n2)c1	0	-5	-5	-17	-1.1	3	-16	16	-13	-10
16	CCOC(=O)c1csc(Nc2nc3ccc(F)cc3s2)n1	-1	1	3	-4	-1.3	-18	31	-31	-10	-7

Another view of some results above.
Below each SMILES: DAGLB inhibitor, Keap1 Nrf2 FP, NSD2 inh, Arrestin-AP2 inh, LANA DNA inh, Cardiac RTF inh, SR-BI DiI inh, SR-BI uptake up, PvdQ acylase, PKA-R2B activ
1) CCc1nc(N2CCCC(C)C2)c2oc3ccccc3c2n1 (stereo not drawn)
→ -19, 0, -3, -8, 0.5, -8, -2, 2, -17, 1
2) CON/C=C(\C=Nc1ccc(Cl)cc1)c1ncc(C(F)(F)F)cc1Cl
→ -4, 2, 1, -4, -0.5, -5, 73*, -73, -4, -1
3) Cc1cc(C(=O)N/N=C/c2cccn2C)no1
→ -4, -5, 0, 17, 0.3, 1, -43, 43, 3, -15
4) S=C(NCc1ccco1)N/N=C/c1ccncc1
→ 0, -2, 0, 5, -4.6, -2, -45, 45, -7, 11
5) Cc1ccc(CCC(=O)Nc2ccccc2C(=O)O)o1
→ 0, -7, 4, 3, -0.3, 4, -10, 10, -5, -4
6) O=C(NCc1ccccc1Cl)c1ccc(-c2ccccc2)cc1
→ -8, -3, 0, 1, 1.9, -7, 9, -9, 0, 0
7) C=CCN=C1SCC(=O)N1S(=O)(=O)c1ccc(C)cc1
→ 0, -3, -3, -2, -1.0, -14, -20, 20, -15, 3
8) Cc1ccc(C)c(NC(=O)Cn2cnc3c(oc4ccccc43)c2=O)c1
→ 0, 1, -4, -17, -1.1, 7, -3, 3, -5, -8
9) CC(NCc1cccc(S(=O)(=O)N(C)C)c1)c1ccc(F)cc1 (stereo not drawn)
→ -4, -1, -1, 0, -0.8, -7, 5, -5, -8, 9
10) O=C(O)CC(NC(=O)C12CC3CC(CC(C3)C1)C2)c1ccc2c(c1)OCO2 (stereo not drawn)
→ -1, -3, -1, -16, -0.6, -6, -12, 12, -17, -3
11) CCOC(=O)c1sc2nc(C)cc(-c3ccccc3)c2c1N
→ -3, -3, -21, -6, 0.5, -17, 38, -38, -6, -8
12) O=C(Nc1cccc(NC(=O)c2cccs2)c1)c1ccc2c(c1)OCO2
→ -3, 1, -3, 23, 0.3, -4, 12, -12, 8, -11
13) CC1=NN(C(=O)CCCc2ccccc2)C(O)(C(F)(F)F)C1 (stereo not drawn)
→ 1, -2, -2, -15, -1.3, -4, -27, 27, -11, -1
14) CCOC(=O)N1CCN(C(=O)c2ccc(NC(=O)CC)cc2)CC1
→ 0, 8, -1, 12, -1.4, 4, -11, 11, 1, 5

The list goes on:
no.	Structure	DAGLB inhibitor	Keap1 Nrf2 FP	NSD2 inh	Arrestin-AP2 inh	LANA DNA inh	Cardiac RTF inh	SR-BI DiI inh	SR-BI uptake up	PvdQ acylase	PKA-R2B activ
17	COc1ccc(S(=O)(=O)N2CCOCC2)cc1NC(=O)c1ccc2c(c1)OCO2	0	3	-1	0	0.0	2	9	-9	9	0
18	Cc1[nH]c2ccccc2c1C(=O)CN1CCSCC1	-1	5	0	10	2.2	-7	5	-5	2	6
19	C1CCCC(NC2=NCCO2)CCC1	0	3	12	-10	1.7	-4	-20	20	-17	-2
20	CC1CN(C(=O)c2cc3cc(Cl)cc(Cl)c3oc2=O)CC(C)O1 (stereo not drawn)	-5	-2	0	8	-0.3	-1	-10	10	-20	-12
21	Cc1ccccc1N1CCN(C(=S)c2ccc(-c3cccc([N+](=O)[O-])c3)o2)CC1	-8	-2	43	14	1.3	1	65	-65	6	-14
22	CCOC(=O)C1=C(C)NC(=O)N(C(C)=O)C1c1ccc(Cl)cc1 (stereo not drawn)	0	-3	-4	-4	1.0	-9	44	-44	-21	-2
23	COc1cc(/C=C2/C(=N)N3C=CSC3=NC2=O)ccc1OCCCOc1c(C)cccc1C	-6	-1	-2	26	2.0	3	81*	-81	2	-11
24	O=C(c1cc(-c2ccccc2)n[nH]1)N1CCN(S(=O)(=O)c2ccccc2)CC1	1	-7	.	4	1.8	1	12	-12	-7	-1

no.	Structure	DAGLB inhibitor	Keap1 Nrf2 FP	NSD2 inh	Arrestin-AP2 inh	LANA DNA inh	Cardiac RTF inh	SR-BI DiI inh	SR-BI uptake up	PvdQ acylase	PKA-R2B activ
25	O=C(CSc1cccc2cccnc12)N/N=C/c1ccc(O)cc1	0	-5	1	14	2.3	-6	.	.	9	-1
26	N#Cc1nc(-c2cccc3ccccc23)oc1N1CCCCC1	1	2	-7	1	0.0	-2	-6	7	-14	-2
27	CC1(C)C2CC[C@]3(C)C(CC=C4[C@@H]5C[C@@](C)(CO)[C@@H](O)C[C@]56C[C@@H](OC6=O)[C@]43C)[C@@]2(C)CC[C@@H]1O (stereo partly drawn)	-4	-3	.	-4	1.8	-3	-16	16	-4	-5
28	O=C(O)COc1ccc(/C=N/NC(=O)C2CCCN2S(=O)(=O)c2ccc(Cl)cc2)cc1 (stereo not drawn)	0	1	14	-5	-1.5	4	2	-2	-4	1
29	COC(=O)c1ccccc1N=Nc1c(C)n[nH]c1C	4	-5	1	4	0.4	-6	-3	3	-12	-4
30	COc1ccccc1P(=O)(Cc1ccccc1[N+](=O)[O-])c1ccccc1 (stereo not drawn)	-3	1	-1	33	-1.2	2	-7	7	0	-4
31	CCOc1ccc(/C=N/Nc2ccc(Cl)nn2)c(O)c1	4	-1	0	-10	0.1	0	2	-2	-11	-4
32	COCCOC(=O)c1cc(C(=O)c2cc(F)ccc2O)coc1=N	1	0	0	27	1.3	1	5	-5	0	7

no.	Structure	DAGLB inhibitor	Keap1 Nrf2 FP	NSD2 inh	Arrestin-AP2 inh	LANA DNA inh	Cardiac RTF inh	SR-BI DiI inh	SR-BI uptake up	PvdQ acylase	PKA-R2B activ
33	COc1cccc(NC(=O)COC(=O)COc2cccc3c2OC(C)(C)C3)c1	-4	-4	0	1	1.6	0	-29	29	-12	-20
34	CCC(C)C(NC(=O)c1ccccc1NC(=O)c1ccccc1)C(=O)N1CCOCC1 (stereo not drawn)	-2	0	-2	3	0.3	6	-8	8	-18	-8
35	COc1ccc(CNC(=O)C2CCN(S(=O)(=O)c3c(C)noc3/C=C/N(C)C)CC2)cc1	8	-2	0	39	-1.4	-6	-7	7	-16	-11
36	C=CCn1nc(-c2ccccc2)cc1C(=O)OCC	-1	-6	.	9	1.9	2	-3	3	2	-6
37	CCOc1ccccc1C(=O)Nc1cccc(-c2ccc(N3CCOCC3)nn2)c1	1	1	-1	-3	0.5	-2	56	-56	1	-10
38	Cc1nn(-c2ccccc2)c(C)c1/C=N/NC(=O)c1cc(C23CC4CC(CC(C4)C2)C3)[nH]n1	3	-4	37	-2	12	-1	69	-69	10	0
39	CC1=C(C(=O)N2CCc3ccccc32)C2(CCC(C)CC2)OC1=O (stereo not drawn)	-3	-4	0	0	1.6	0	8	-8	1	1
40	CN(C)Cc1c(C(=O)N/N=C/CCc2ccccc2)nnn1-c1nonc1N	-2	-1	-3	19	1.2	-10	.	.	2	3

no.	Structure	DAGLB inhibitor	Keap1 Nrf2 FP	NSD2 inh	Arrestin-AP2 inh	LANA DNA inh	Cardiac RTF inh	SR-BI DiI inh	SR-BI uptake up	PvdQ acylase	PKA-R2B activ
41	COc1ccc([C@H]2CC(=O)C=C(c3cccc(C(F)(F)F)c3)C2)cc1	-13	4	.	25	-0.6	3	19	-19	1	-16
42	CC(=O)NC(CC(=O)NCC(c1ccco1)N(C)C)c1ccccc1 (stereo not drawn)	-1	-5	-1	0	0.9	-7	-17	17	4	-1
43	CCc1nnc(SC(C)C(=O)Nc2nccs2)n1C (stereo not drawn)	-1	0	-4	2	0.7	5	-18	18	-4	6
44	CC1CCCN(C(=O)CCNS(=O)(=O)c2ccc(Br)cc2)C1 (stereo not drawn)	1	-2	1	7	0.5	2	-12	12	2	-2

Rows were taken by chance; overall some 2.1% were active at least once.
